# High-throughput results: PubChem BioAssay, several laboratories
# thrombin 1536: blocks human thrombin protease activity | P00734 | alpha-thrombin, Boc-VPR-AMC fluorogenic substrate cleavage | inhibition, % at 5 µM | hit rate 0.26% among 220,000 | AID 1046;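 active = inhibition at or above 40%; inactive = inhibition below 40%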;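 also: 0% = enzyme with no compound and 100% = wells without enzyme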
#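 System – human alpha-thrombin · Medium – pH 7.5 Tris (50 mM) with NaCl 150 mM, Tween 20 0.05% · Compound – single-point dosing at 5 µM, 0.2% DMSO · Incubation – enzyme reaction carried out at room temperature · Technique – fluorescence of released AMC, ex 355 nm, em 460 nm · Read-out basis – % inhibition of thrombin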
# KLK5 inh: kallikrein 5 (human) inhibition. Q9Y337. recombinant hK5, fluorogenic AMC substrate cleavage. inhibition, % at 5 µM. hit rate 0.59% among 210,000. AID 873;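 active = inhibition of 40% or more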;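 also: 0% = enzyme controls without compound and 100% = no-enzyme blanks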
# Rad51 HR inh: Rad51 (human) homologous recombination inhibition | Q06609 | hRad51 DNA strand exchange, fluorescence dequenching | inhibition, % at 10 µM | hit rate 0.085% among 200,000;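 active = inhibition above 40% at the single screening dose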;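 also: 0% = DMSO control wells and 100% = blanks with heterologous ssDNA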
# Target sequence (Q06609 whole entry, looked up): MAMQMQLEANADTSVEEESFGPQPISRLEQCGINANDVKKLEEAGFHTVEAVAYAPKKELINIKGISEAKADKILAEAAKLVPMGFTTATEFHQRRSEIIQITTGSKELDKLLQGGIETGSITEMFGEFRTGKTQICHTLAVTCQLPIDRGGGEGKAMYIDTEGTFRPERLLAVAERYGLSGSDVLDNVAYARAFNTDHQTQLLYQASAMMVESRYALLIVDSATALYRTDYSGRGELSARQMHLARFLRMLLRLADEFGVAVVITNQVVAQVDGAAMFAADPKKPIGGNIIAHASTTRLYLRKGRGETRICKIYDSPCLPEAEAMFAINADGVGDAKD
#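 Test system: preformed human Rad51 ssDNA filaments. Compound dosing: single dose, 10 µM final compound. Incubation: filaments 15 min 37 °C, then compound 30 min. Technique: FRET fluorescence dequenching, excitation 485 nm, emission 520 nm. Read-out basis: percent inhibition from fluorescence, normalised to plate control and blank means. Benchmarks: plate controls and plate blanks.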
# 14-3-3 Bad PPI: disrupts binding of bovine 14-3-3 zeta to phospho-Bad peptide; P63103; TR-FRET 14-3-3zeta/Dy647-pBad peptide displacement, 1 h; inhibition, % at 21.7 µM; hit rate 0.71% among 220,000;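 active = inhibition above about 70%, limit read from the data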;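 also: 0% = full 14-3-3 plus peptide FRET controls and 100% = background without 14-3-3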
# Target sequence (P63103 whole entry, looked up): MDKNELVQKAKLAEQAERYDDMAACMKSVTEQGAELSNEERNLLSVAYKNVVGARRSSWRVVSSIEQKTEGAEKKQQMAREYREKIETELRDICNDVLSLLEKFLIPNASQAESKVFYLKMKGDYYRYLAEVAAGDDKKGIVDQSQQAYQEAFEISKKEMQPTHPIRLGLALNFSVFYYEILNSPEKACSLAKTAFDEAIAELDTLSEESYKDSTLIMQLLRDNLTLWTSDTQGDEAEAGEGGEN
# NCF1 inh: p47phox (human) inhibition; P14598; p47phox/p22phox peptide binding, fluorescence polarization, 2 h; inhibition, % at 24.7 µM; hit rate 0.53% among 220,000;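 also: 0% = p47phox with labelled peptide and 100% = labelled peptide alone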
# Target sequence (P14598 whole entry, looked up): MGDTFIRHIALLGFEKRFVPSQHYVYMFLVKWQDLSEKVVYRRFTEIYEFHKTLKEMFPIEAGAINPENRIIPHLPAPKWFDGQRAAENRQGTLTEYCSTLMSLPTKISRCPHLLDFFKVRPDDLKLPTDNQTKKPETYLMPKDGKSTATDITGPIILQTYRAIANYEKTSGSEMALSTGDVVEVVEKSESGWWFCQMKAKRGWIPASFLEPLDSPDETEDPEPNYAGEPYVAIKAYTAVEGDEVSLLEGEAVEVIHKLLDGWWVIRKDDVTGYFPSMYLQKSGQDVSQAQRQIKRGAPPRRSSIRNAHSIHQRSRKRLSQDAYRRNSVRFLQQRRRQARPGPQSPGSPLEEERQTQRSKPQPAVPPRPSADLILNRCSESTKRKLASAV
# EBV gp42 block: inhibitors of Epstein-Barr virus glycoprotein 42 | Q1HVG2 | Fluorescence polarization binding assay, mP read-out | inhibition, % (tested at 21.74 µM) | hit rate 0.42% among 220,000; in the data active = inhibition above about 50%
# KCC2 mod: modulates chloride dependent transport by human KCC2 | Q9H2X9 | KCC2 cells, thallium flux FluoZin-2 fluorescence | B-score of Tl+ flux slope (higher = more flux/activation; lower = inhibition) at 10 µM | hit rate 2.2% among 190,000 | AID 1456;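 active = thallium flux slope and its plate-corrected score both differing from the plate sample mean at a set confidence after two filtering rounds, in either direction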;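 also: slope of fluorescence scaled to starting intensity during 10 to 20 s after thallium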
# eIF4E-4G inh: eIF4E/eIF4G interaction inhibition in translation initiation; P63073+Q04637; TR-FRET eIF4E-eIF4GI(517-606) binding, 2 h; inhibition, % at 21.7 µM; hit rate 0.37% among 220,000; AID 782;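 also: 0% = full FRET control wells and 100% = background wells lacking eIF4GI fragment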
# Furin inh: human furin inhibition; purified furin, fluorogenic substrate cleavage; inhibition, % at 30 µM; hit rate 0.061% among 220,000; in the data active = inhibition above about 25%; also: inactives centre near -15
# * = called active by the depositor; . = not tested or not shown; [ ] = another dose, or the depositor's remark.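 The calls were made as follows, unless noted: active = inhibition above about 30% (limit read from the data); inactive = the rest.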 Outcome played no part in choosing rows; any-hit rate near 4.7%.
canonical_smiles	thrombin 1536	KLK5 inh	Rad51 HR inh	14-3-3 Bad PPI	NCF1 inh	EBV gp42 block	KCC2 mod	eIF4E-4G inh	Furin inh
O=[N+]([O-])c1ccc(Oc2cccc3cccnc23)c([N+](=O)[O-])c1	-16	-12	-18	2	-1	1	-0.29	-3	-16
CCCc1cc(=O)[nH]c(SCC(=O)N(Cc2ccccc2)C(C)C)n1	-1	2	-1	-4	-8	-16	.	0	-22
OCCNc1c2ccccc2nc2c(F)c(F)c(F)c(F)c12	-2	-6	-9	-5	-31	29	-1	-2	-16
C/C=C/c1ccc(OCC(=O)O)c(OC)c1	-7	-7	4	-9	-13	-6	0.45	-4	-8
O=C(c1ccc(Cl)cc1)N1CCN(c2ccc(F)cc2)CC1	5	-5	2	48	-21	-28	0.037	-2	-18[20 µM]
CCc1nc(OCCN(CC)CC)c2oc3ccccc3c2n1	-2	4	-8	80*	1	-10	.	10	-12
CC1CCCC(C)N1c1nnc(NC(=O)Cn2c(=O)oc3ccccc32)s1 (centres undefined)	-6	-19	-12	-7	-10	-3	0.0024	5	-23
NS(=O)(=O)c1ccc(CCNc2ncnc3sccc23)cc1	5	-11	-3	-10[fluorescence artefact?]	-11	-25	-3	3	9
O=C(CNC(=O)c1cccs1)OCC(=O)c1cccs1	0	2	1	-4[fluorescence artefact?]	-12	-10	-0.73	1[fluorescence artefact?]	-17[20 µM]
NNc1ccc2nnc(C(F)(F)C(F)(F)C(F)(F)F)n2n1	5	-2	-3	0	4	-9	.	0	-16
Cn1c(=O)c2nc(-c3ccccc3)oc2c2ccccc21	5	-6	4	-1	-4	-9	-2.7	-14	-42
CCOC(=O)N1CCN(C(=O)CNCc2cccs2)CC1	2	-11	-1	47	-5	-15	.	14	-16[20 µM]
CCOC(=O)Cc1cc(=O)n(-c2nc3ccccc3s2)[nH]1	0	-196	2	-4[fluorescence artefact?]	-16	-15	2	0[fluorescence artefact?]	-16
O=c1cc(N2CCN(c3ccc(F)cc3)CC2)[nH]c(=O)n1C1CCCCC1	-3	1	3	6[fluorescence artefact?]	-11	-12	.	1	-19
COC(=O)c1cc(Br)c(=O)n(CCc2ccc(O)cc2)c1	2	-4	2	0	-2	-4	0.019	1	-27[20 µM]
C=CCn1c(-c2ccco2)n[nH]c1=S	3	-18	-1	11	32*	-45	.	67*	-10
OC1(c2ccc(Cl)cc2)CCN(Cc2cn[nH]c2-c2ccccc2)CC1	-1	-1	9	6	-16	-4	-0.38	-2	-17
CC(=O)Nc1ccc(NC(=O)C2CCN(c3ccc(C(F)(F)F)cn3)CC2)cc1	0	-10	-31	11	-2	8	0.2	-1	-20
c1ccc(CN2c3ccccc3-c3nc4ccccc4n3C2c2ccccn2)cc1 (centres undefined)	-9	-76	-1	-4	-4	3	-1.1	-17	-25[20 µM]
O=C(Nn1cnnc1)c1ccccc1CCc1ccccc1	-4	11	-4	3[fluorescence artefact?]	-1	-11	-0.48	2	-3[20 µM]
CCc1ccc(OCC(=O)N/N=C\c2ccco2)c([N+](=O)[O-])c1	-10	-16	-22	16	-4	14	-0.43	16[fluorescence artefact?]	-24
CCCCCCc1c(O)nc(SCC(=O)O)[nH]c1=O	-7	-8	2	0[fluorescence artefact?]	-4	-5	0.98	1[fluorescence artefact?]	-5
CCNc1nc(OC)nc(SCC(N)=O)n1	-3	3	1	6	-9	-12	-0.37	-1	-11[20 µM]
Cc1ccc(N=N/C(=C\O)C(=O)c2ccncc2)cc1	2	10	-3	18	-8	-15	.	-1[fluorescence artefact?]	-8[20 µM]
CCOC(=O)c1cnc2scnn2c1=O	-4	-4	-1	7	-9	12	-0.68	-11	-28
CCCc1cc2c(=O)c(-c3ccccn3)c(C)oc2cc1O	3	-1	0	1	-3	-12	-0.7	0	-9
Cc1ccc(/C=N/NC(=O)Cn2nnc(N)n2)cc1	2	3	4	-1	4	-14	0.28	-16	-23
CC1(C(=O)NCCN2CCOCC2)C=CCN1C(=O)c1ccccc1 (centres undefined)	-2	-12	-3	3[fluorescence artefact?]	-6	-6	0.2	6	-19
CCOCCCNC(=O)C1CCCN1C(=O)Nc1ccccc1[N+](=O)[O-] (centres undefined)	-9	0	-5	21	0	2	.	-1	-6
Cc1nn(-c2ccc(C(=O)O)cc2)c(=O)c2ccccc12	3	-16	1	1	-18	-2	-0.16	1	-26
CCCC(=O)Nc1ccc2c(c1)nc1n2CCOC1	-4	-11	4	-8	-8	-15	0.29	-4	-24
O=C(CN1CCN(c2cccc(Cl)c2)CC1)Nc1ccc([N+](=O)[O-])cc1C(=O)Nc1ccccc1F	-5	-32	.	5	-7	-4	1.1	3	-20
O=c1oc2cc(Cl)ccc2n1CSc1nc2ccccc2s1	4	-19	4	1	-5	-7	-0.19	9	-14[20 µM]
CCOC(=O)C(NC(=O)c1cccc(Cl)c1)(OCc1ccc(F)cc1)C(F)(F)F (centres undefined)	1	-1	3	-5	1	-7	-0.059	0[fluorescence artefact?]	-7
CC(C)(C)NCCOCCOc1ccccc1-c1ccccc1	-18	-16	-5	39[fluorescence artefact?]	-6	5	0.12	-1	-8
Fc1ccc(C(c2nnnn2Cc2cccs2)N2CCN(c3ccccc3)CC2)cc1 (centres undefined)	1	-7	-2	-4	4	-24	-1.9	4	0[20 µM]
CC(C)CNS(=O)(=O)c1ccc2c(c1)OCCO2	2	-29	0	-3[fluorescence artefact?]	-8	1	-0.74	0[fluorescence artefact?]	-15[20 µM]
CCCOc1nc2c(c(=O)n(C)c(=O)n2C)n1CCC	-2	10	0	9	-2	-1	-0.014	-7	-17
O=S(=O)(c1cc(Cl)ccc1Cl)N1CCCC1	3	-11	0	-1	1	-12	0.19	-2	-22[20 µM]
Cc1cccc2c1nc(-c1ccccc1)n1nnnc21	0	5	2	6	-13	-10	-0.56	-6	-15
NC(=O)N/N=C/c1cccc(OCc2ccc(F)cc2)c1	-19	-1	-24	-3	-6	-16	-0.17	4	-18
COC(=O)CCCC1=CC2=CC(=O)C(C)(OC(=O)c3cccs3)C(=O)C2=CN1Cc1ccco1 (centres undefined)	-2	0	6	-3	1	0	0.052	8	-3
Cc1ccc(C(=O)Nc2nc(=O)n(C(=O)C3CC3)s2)cc1	-3	2	4	48	5	11	.	-7	-23[20 µM]
O=C(O)c1ccc(S(=O)(=O)N(Cc2cccs2)CC2CCCO2)cc1 (centres undefined)	12	18	-2	4	4	-10	0.84	-1	-10
CSc1nc(Sc2ccccc2Cl)c2ccccc2n1	-3	-26	-4	6	-13	-19	.	-3	4[20 µM]
Cc1cccc(-n2nnnc2SCC(=O)NCCN2C(=O)CSC2=O)c1	-1	-10	-4	10	-9	-8	.	5	-21
Cc1cccc(Nc2nnc(SCC(=O)Nc3ccc(C(=O)O)cc3)s2)c1	-8	-3	3	0	4	18	-0.19	-3	-9
O=C(CN1C(=O)CCS(=O)(=O)c2ccccc21)Nc1ccc2c(c1)OCCO2	16	23	-2	-7	-2	-11	0.89	-5	-15[20 µM]
CCN(CC(=O)NC(C)C)C(=O)C(CCSC)NC(=O)c1ccccc1OC (centres undefined)	-9	-5	-1	1	0	8	1.4	1	-17
O=C(Nc1ccccc1Cl)Nc1cccnc1Cl	-2	15	-9	-9	-1	13	0.01	-3	-22
CCOC(=O)Nc1nnc(CCc2ccccc2)s1	-3	-2	-4	6	-6	-13	-1	-2	-19
O=C1C[C@@H](c2ccc(O[C@@H]3O[C@H](CO)[C@@H](O)[C@H](O)[C@H]3O)cc2)Oc2cc(O)ccc21	0	-5	3	-9[fluorescence artefact?]	0	-4	-0.062	3[fluorescence artefact?]	-12
COc1ccc(NS(=O)(=O)c2ccc(-c3n[nH]c(=S)n3Cc3ccccc3)cc2)cc1	-7	-4	0	0	-5	-2	-3.3	-2	-11
COc1ccc(C)cc1NC(=O)c1nnn(CCc2ccccc2)c1N	1	-11	4	8	3	-9	.	-5	-25
O=C(CSc1nnc(C2COc3ccccc3O2)o1)NC1CCCCC1 (centres undefined)	-2	-5	-3	5	-3	-10	-0.3	-1	-27
CC(C)CNC(=S)N1CCC(NC(=O)c2ccco2)CC1	-1	-15	-3	2	-4	-5	0.65	1	-19

# (cont.)
canonical_smiles	thrombin 1536	KLK5 inh	Rad51 HR inh	14-3-3 Bad PPI	NCF1 inh	EBV gp42 block	KCC2 mod	eIF4E-4G inh	Furin inh
CCOc1cc(C#N)c(NC(=O)c2ccco2)cc1OCC	-8	1	-1	-5	-15	-19	.	0[fluorescence artefact?]	-8
O=C(NCc1ccc(Cl)cc1)c1ccc(Cn2cc(C(F)(F)F)ccc2=O)cc1	-2	0	-3	-7	-6	-19	-0.66	2	-13[20 µM]
Fc1ccc(-n2ncc3c(SCc4cccnc4)ncnc32)cc1	-5	0	-2	-8	-17	-10	21*	-2	-30
COc1ccc(NC(=S)Nc2cccc(C(C)=O)c2)cc1OC	22	15	26	-10	-8	-10	0.4	1	-5
CC(C)(C)C(=O)NC(=S)Nc1ccccc1C(=O)NC1CCCCC1	1	.	6	-13	-7	-7	-0.78	-3	-21
O=C(CSc1n[nH]c(-c2ccccc2Br)n1)NCCN1C(=O)CSC1=O	-4	-10	-1	-6	-11	-23	0.59	-6	-19
Cc1ccc(CN2CCSc3ccc(C(=O)NCc4ccco4)cc32)cc1	-4	-2	27	-15	-2	-10	-1.1	-2	-31
COc1cc(SC)ccc1C(=O)N1CCN(c2ccccc2OC)CC1	-3	0	3	2	1	-7	.	-5	-3

# Rewritten with two lines to a compound: part of the list above
# Results follow in this order: thrombin 1536, KLK5 inh, Rad51 HR inh, 14-3-3 Bad PPI, NCF1 inh, EBV gp42 block, KCC2 mod, eIF4E-4G inh, Furin inh
- Fc1ccc(-n2ncc3c(SCc4cccnc4)ncnc32)cc1
→ -5, 0, -2, -8, -17, -10, 21*, -2, -30
- COc1ccc(NC(=S)Nc2cccc(C(C)=O)c2)cc1OC
→ 22, 15, 26, -10, -8, -10, 0.4, 1, -5

# More structures.
canonical_smiles	thrombin 1536	KLK5 inh	Rad51 HR inh	14-3-3 Bad PPI	NCF1 inh	EBV gp42 block	KCC2 mod	eIF4E-4G inh	Furin inh
Cc1cccc(NC(=O)c2c(F)c(F)c(F)c(F)c2F)c1	-1	10	1	6	-7	-5	.	2	1[20 µM]
O=C(CSc1nc2ccccc2s1)NCCOc1ccccc1	-6	-2	1	5	-1	-12	-1.5	5	-15
Cc1ccc(S(=O)(=O)N(C)Cc2cc3ccccc3[nH]c2=O)cc1	-9	-1	-2	-2	-10	-13	.	1	-5[20 µM]
CS(=O)(=O)N1N=C(c2ccco2)CC1c1ccccc1Cl (centres undefined)	-4	-1	8	1	-79	-1	-1.8	-4	-11
COc1ccc(NC(=O)CSc2nc(C)cs2)cc1OC	-6	-32	-3	1	0	-14	0.88	4	-13[20 µM]
O=C(NCc1nnc(SCC(=O)N2CCCc3ccccc32)n1-c1ccccc1)c1cccc2ccccc12	-2	-3	1	1	-8	18	-2.2	6	-8
COc1cc(Cl)c(CC(=O)c2c[nH]c3ccccc23)cc1OC	1	-4	14	-6	-9	-11	-0.11	0	-12
O=C(CSc1nc2ccccc2o1)Nc1nc2ccccc2s1	-1	-11	3	-4	-28	-21	.	-3	-22
CC1CCN(C(=O)CSc2nncn2-c2ccccn2)CC1	-3	3	-5	-1	-9	-16	0.7	-6[fluorescence artefact?]	-11
O=C(Oc1cccc(-n2cnnn2)c1)C1CCCCC1	5	-8	2	-2	-1	2	.	4	-4
